Screens: PubChem BioAssay, National Center for Advancing Translational Sciences (NCATS)
aGlu spleen mod – qHTS Assay for Inhibitors and Activators of Human alpha-Glucosidase From Spleen Homogenate. Potency, µM (highest dose often 79.9 µM), without a hit: top-dose activity change, negative = inhibition, hits mostly inhibitors. human spleen homogenate, 4-MU-alpha-glucoside fluorescence. Lysosomal alpha-glucosidase (Homo sapiens), P10253. hit rate 0.006% among 240,000;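 further: 0% = enzyme with vehicle and -100% = no enzyme basal signal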
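AC50 values come from Hill-equation fits of concentration-response data, normalized to no-enzyme and full-activity controls. Enzyme source: 1 ug human spleen homogenate; 1 mM fluorogenic 4-MU glucoside, pH 5.0 citrate buffer, 37 C, 40 min.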
ALDH1A1 inh – qHTS Assay for Inhibitors of Aldehyde Dehydrogenase 1 (ALDH1A1); Potency, µM (doses to about 75.3 µM), inactives show top-dose activity, negative = inhibition, actives largely listed as inhibitors; Aldehyde dehydrogenase 1A1 (Homo sapiens), P00352; hit rate 7.3% among 220,000; Purified ALDH1A1, NADH fluorescence, propionaldehyde substrate; active means well fitted inhibition curve with a large enough effect, not every such curve was filed as active; inconclusive means small, poorly fitted or top-dose-only effect, or another doubt; inactive means no such curve, though single readings can be large or run the other way;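 further: plate controls were no enzyme wells and a reference inhibitor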
KDM4E inh – qHTS Assay for Inhibitors of Human Jumonji Domain Containing 2E (JMJD2E); Lysine-specific demethylase 4E (Homo sapiens), B2RXH2; hit rate 1.6% among 230,000; AID 2147, 2009; JMJD2E catalytic domain, FDH-coupled NADH fluorescence (FDH is formaldehyde dehydrogenase); Potency, µM (doses to about 57.1 µM), for the others: at the highest dose activity change, negative = inhibition, usual class: inhibitors; active means well fitted inhibition curve with a large enough effect, not every such curve was filed as active; inconclusive means small, poorly fitted or top-dose-only effect, or another doubt; inactive means no such curve, though single readings can be large or run the other way;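 further: 0% = wells with enzyme and -100% = buffer wells without enzyme; nearly all actives have a fitted effect of over 50% in size; many of its hits are not listed in these tables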
Target sequence (B2RXH2 1-337 limits assumed): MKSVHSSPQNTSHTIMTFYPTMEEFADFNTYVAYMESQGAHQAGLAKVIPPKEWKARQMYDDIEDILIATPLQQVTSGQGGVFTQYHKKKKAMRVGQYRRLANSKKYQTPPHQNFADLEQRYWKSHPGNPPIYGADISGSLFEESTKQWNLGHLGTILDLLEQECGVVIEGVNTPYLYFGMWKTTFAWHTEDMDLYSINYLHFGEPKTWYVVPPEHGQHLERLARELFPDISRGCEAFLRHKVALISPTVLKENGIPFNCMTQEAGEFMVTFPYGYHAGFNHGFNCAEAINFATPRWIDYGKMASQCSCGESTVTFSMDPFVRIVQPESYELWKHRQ
GAA inhib – qHTS Assay for Inhibitors of Human alpha-Glucosidase as a Potential Chaperone Treatment of Pompe Disease | purified human GAA, 4-MU-alpha-glucoside fluorescence | Potency, µM (doses to about 76.9 µM), without a hit: at the top dose activity change, negative = inhibition, most hits filed as inhibitors | hit rate 0.005% among 200,000;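 further: plate controls were uninhibited enzyme wells for no effect and no-enzyme background for full effect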
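Enzyme (4 nM final) mixed with compound (up to 77 uM), then 4-MU-alpha-D-pyranoside (400 uM final) added; 20 min at room temperature, pH 5.0. Reaction stopped at pH 10, fluorescence read, AC50 derived by Hill fit.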
SMN2 splice enh – qHTS Assay for Enhancers of SMN2 Splice Variant Expression; HEK293 SMN2-luciferase splicing reporter, luminescence, 30-36 h; Potency, µM (top dose mostly 46.1 µM), for inactives: top-dose activity change, positive = activation, hits mostly activators; hit rate 2.8% among 210,000; AID 1458, 2008; further: % of control where 0% means no effect; nearly all actives have a fitted effect of over 55% in size
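HEK293 cells carry an SMN2 minigene-luciferase reporter in which exon 7 inclusion puts luciferase in frame. Cells were seeded at 2000 cells/well, attached for 10-12 hours, then exposed to compounds for 30-36 hours at 37C before ONE-Glo luminescence.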
RGS12 GoLoco inh – qHTS Assay for Inhibitors of RGS12 GoLoco Motif Activity (Red Fluorophore); Gai1:RGS12 GoLoco peptide FP, rhodamine, 10 min; Guanine nucleotide-binding protein G(i) subunit alpha-1 (Homo sapiens), P63096; AID 880, 2007; Potency, µM (series often up to 61.6 µM), inactives show top-dose activity, negative = inhibition, most hits filed as inhibitors; hit rate 0.44% among 230,000; active means well fitted inhibition curve with a large enough effect, not every such curve was filed as active; inactive means no such curve, though single readings can be large or run the other way; further: on the % scale 0 is the no-effect control and ±100 the full control effect; nearly all actives have a fitted effect of over 30% in size; many of its hits are not listed in these tables
Target sequence (P63096 whole entry, looked up): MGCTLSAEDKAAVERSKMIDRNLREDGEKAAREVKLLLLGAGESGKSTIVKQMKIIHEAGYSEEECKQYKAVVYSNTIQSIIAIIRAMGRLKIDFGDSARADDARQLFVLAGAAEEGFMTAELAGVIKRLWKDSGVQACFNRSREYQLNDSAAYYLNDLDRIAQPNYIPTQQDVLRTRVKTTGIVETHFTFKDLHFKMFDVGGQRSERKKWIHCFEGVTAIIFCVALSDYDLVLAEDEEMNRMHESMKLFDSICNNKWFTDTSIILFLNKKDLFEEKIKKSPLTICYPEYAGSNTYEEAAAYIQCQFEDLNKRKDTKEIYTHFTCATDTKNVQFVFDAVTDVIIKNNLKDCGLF
GAA glycogen mod – qHTS Assay for Inhibitors and Activators of Human alpha-Glucosidase Cleavage of Glycogen. Lysosomal alpha-glucosidase (Homo sapiens), P10253. recombinant GAA, glycogen substrate, Amplex Red glucose oxidase fluorescence. Potency, µM (highest dose often 76.4 µM), inactives show top-dose activity change, negative = inhibition, usual class: inhibitors. hit rate 0.38% among 300,000;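 further: 0% = full enzyme reaction and -100% = no-enzyme basal signal; the screen sought inhibitors and activators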
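Recombinant human enzyme (4 nM); glycogen substrate; 37 C, 40 min, pH 5.0. Readout: coupled glucose oxidase/Amplex Red fluorescence.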
GLA spleen mod – qHTS Assay for Inhibitors and Activators of Human alpha-Galactosidase From Spleen Homogenate; Alpha-galactosidase A (Homo sapiens), P06280; human spleen homogenate, 4MU-alpha-Gal fluorescence, 40 min; Potency, µM (top dose mostly 80 µM), for inactives: top-dose activity change, negative = inhibition, usual class: inhibitors; hit rate 0.008% among 240,000; AID 2107, 2009;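 further: 0% = enzyme with vehicle and -100% = no enzyme basal signal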
Target sequence (P06280 32-429 limits assumed): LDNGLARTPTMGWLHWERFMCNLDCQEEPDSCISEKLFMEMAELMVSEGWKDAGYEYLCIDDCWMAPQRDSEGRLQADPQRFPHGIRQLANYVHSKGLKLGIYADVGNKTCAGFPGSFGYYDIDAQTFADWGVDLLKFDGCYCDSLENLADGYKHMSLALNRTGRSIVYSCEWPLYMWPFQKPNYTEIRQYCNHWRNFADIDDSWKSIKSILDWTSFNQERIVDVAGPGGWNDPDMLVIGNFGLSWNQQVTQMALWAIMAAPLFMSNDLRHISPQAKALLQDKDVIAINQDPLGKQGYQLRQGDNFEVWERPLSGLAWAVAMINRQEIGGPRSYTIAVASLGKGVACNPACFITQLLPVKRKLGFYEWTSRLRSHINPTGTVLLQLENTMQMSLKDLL
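qHTS titration in buffer at pH 5.0. Alpha-galactosidase activity in spleen homogenate was measured via 4-methylumbelliferone release from 1 mM fluorogenic substrate after 40 min at 37C and a pH 10 stop. AC50 came from Hill fits of control-normalized data.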
Numbers without * were called inactive; ? = inconclusive; . = no result given; & = joins results of further samples; ! = not active in a repeat; [ ] = dose if it differs, or a comment. Unless noted, the call rests on the fitted dose curve; in most records, active means well fitted curve in the direction sought with a large enough effect; inconclusive means small, poorly fitted or top-dose-only effect, or another doubt; inactive means no such curve, though single readings can be large; an effect the other way counts as inactive or inconclusive. Potency means the concentration at half of the fitted maximal effect. A portion of the library (hit frequency here may not be typical).

SMILES,aGlu spleen mod,ALDH1A1 inh,KDM4E inh,GAA inhib,SMN2 splice enh,RGS12 GoLoco inh,GAA glycogen mod,GLA spleen mod
COc1ccc(C2CC(=O)C(C3NCCc4ccccc43)=C(O)C2n2cncn2)cc1 (configuration not stated),1%,?,-7%,6%,-13%,-7%,-18%,3%
Cc1c(NC(=O)c2ccccc2)cccc1[N+](=O)[O-],11%,-10%,2%,-3%,-9%,-13%,5%,-6%
Clc1ccc(C2[C@H]3CN(Cc4cccnc4)[C@H](c4ccccc4)C34CC2(c2ccccc2)C4)cn1 (some centres not stated),-9%&1%,?,-3%&0%,.,-30%[inhibitor],11%&1%,-9%,2%&13%
CCOC(=O)c1c(NC(C)=O)sc2c(O)c(Br)ccc12,5%,-12%,-17%,-8%,-31%[inhibitor],-14%,-6%,-4%
CCCCn1c(=O)c(CCC(=O)OCC(=O)Nc2ccc(F)c(Cl)c2)nc2ccccc21,-6%,?,?,5%,-14%,-8%,10%,1%
CC(C)c1ccc(NC(=S)NNC(=O)C2CC2)cc1,-2%,-9%,11%,0%,.,5%,?,-2%
O=C(/C=C\c1ccco1)Oc1cccc2cccnc12,-25%,-4%,-21%,2%,-22%,1%,3%,4%
CCc1ccccc1NC1c2ccccc2C(=O)N1c1cc(C)ccn1 (configuration not stated),-4%,2%,3%,2%,4%,-2%,0%,4%
Cc1ccc(Cl)cc1NC(=O)c1cnn2c1NC(c1ccco1)CC2C(F)(F)F (configuration not stated),-18%,?,-15%,-13%,13%,230%[activator],-6%,2%
Cc1ccc2c(CN3CCCc4ccccc43)cc(=O)oc2c1C,-2%,16µM*,?,-9%,15%,11%,?,2%
CCn1c(=N)c(C(=O)NCCCOC)cc2c(=O)n3cccc(C)c3nc21,?,?,?,?,25%,-5%,3%,?
Cc1ccsc1/C=N/Nc1nc2ccccc2[nH]1,0%,2%,0%,-7%,11µM*,15%,6.3µM*,0%
COc1ccc(C(=O)N2CCC3(CC2)CN(c2ccc(-c4ccccc4)cc2)C3)cc1,6%,1%,.,.,-21%,0%,.,4%
CC(C)=CCSc1nnc(CCNC(=O)OC(C)(C)C)o1,-7%,1%,-3%,-6%,12%,4%,10%,15%
Cc1cccc(N2C(=O)CCC2=O)n1,-9%,14%,11%,1%,-11%,0%,9%,-5%
O=C(COC(=O)c1ccc(S(=O)(=O)Nc2ccccc2)cc1)NCC1CCCO1 (configuration not stated),-4%,.,3%,.,.,3%,1%,-2%
O=C1COc2ccc(N3C(=O)c4ccccc4C3=O)cc2N1,0%,-14%,7%,4%,-11%,23%,-9%,-5%
Cc1cc2ncn(-c3ncnc4scc(-c5ccccc5)c34)c2cc1C,2%,?,6%,-15%,-9%,5%,7%,-3%
O=C(NCC1CCCO1)c1cc2n(n1)C(C(F)(F)F)CC(c1ccc(Br)cc1)N2 (configuration not stated),-13%,-7%,0%,-2%,-8%,-11%,2%,-3%
O=C(CS(=O)CC(=O)N(c1ccccc1)C(C(=O)NC1CCCCC1)c1ccco1)Nc1ccc(F)cc1 (configuration not stated),-2%,2%,-8%,-8%,12%,1%,-3%,1%
COCc1c(Br)c(C)nc(OCC(=O)N/N=C/c2ccco2)c1C#N,3%,-4%,-25%,-6%,-7%,-1%,-2%,-16%
COc1ccc(NC(=O)c2cccnc2N2CCOCC2)cc1,-15%,6%,6%,-2%,-5%,5%,-11%,4%
C=CCn1c(-c2cccn(Cc3ccccc3)c2=O)n[nH]c1=S,-4%,-6%,-18%,-6%,-2%,8%,-32%,3%
Cc1noc(C)c1C(=O)N1CCC2(CCCN(C(c3ccccc3)c3ccccc3)C2)CC1,-5%,-1%,.,.,-20%,5%,.,-3%
Nc1ncn([C@@H]2O[C@H](CO)[C@@H](O)[C@H]2O)c(=O)n1,4%&8%,22µM*!,-4%,.,-17%&0%,-16%&-10%&2%,.,-3%&13%

Shown with each value named: part of the list above
Cc1noc(C)c1C(=O)N1CCC2(CCCN(C(c3ccccc3)c3ccccc3)C2)CC1
  aGlu spleen mod: -5%
  ALDH1A1 inh: -1%
  KDM4E inh: .
  GAA inhib: .
  SMN2 splice enh: -20%
  RGS12 GoLoco inh: 5%
  GAA glycogen mod: .
  GLA spleen mod: -3%
CCOC(=O)c1c(NC(C)=O)sc2c(O)c(Br)ccc12
  aGlu spleen mod: 5%
  ALDH1A1 inh: -12%
  KDM4E inh: -17%
  GAA inhib: -8%
  SMN2 splice enh: -31%[inhibitor]
  RGS12 GoLoco inh: -14%
  GAA glycogen mod: -6%
  GLA spleen mod: -4%
COc1ccc(NC(=O)c2cccnc2N2CCOCC2)cc1
  aGlu spleen mod: -15%
  ALDH1A1 inh: 6%
  KDM4E inh: 6%
  GAA inhib: -2%
  SMN2 splice enh: -5%
  RGS12 GoLoco inh: 5%
  GAA glycogen mod: -11%
  GLA spleen mod: 4%

(next part)
SMILES,aGlu spleen mod,ALDH1A1 inh,KDM4E inh,GAA inhib,SMN2 splice enh,RGS12 GoLoco inh,GAA glycogen mod,GLA spleen mod
CC1(C)Cc2ccccc2-c2nnc(C(F)(F)F)n21,0%,17%,6%,-5%,6%,-4%,7%,-1%
c1ccc(-n2nnnc2Sc2ncnc3sc4c(c23)CCCC4)cc1,-1%,?,?,-6%,22%,-4%,-3%,-2%
O=C(Nc1ccc(-c2cn3c(n2)SCC3)cc1)c1ccco1,1%,?,-1%,-8%[15.4 µM],.,4%,-9%,1%
Cc1sc(NC(=O)CSc2nnc(C(C)C)n2C)c(C#N)c1C,1%,-10%,-1%,1%,-30%,6%,4%,6%
COc1ccc(CNCc2cn(-c3cccc(F)c3)nc2-c2ccc(C)o2)cc1,-1%,?,?,-11%,.,44%[activator],-9%,-1%
Cc1ccc(C)c(Cn2c(=O)n(CCC(=O)NCc3ccco3)c(=O)c3sccc32)c1,-3%,-9%,-8%,2%,4%,7%,1%,-12%
COc1ccc(Cn2c(=O)sc3ccccc32)cc1OC,-1%,5%,0%,2%,.,0%,-9%,3%
O=C(NNC(=S)NCc1ccco1)c1cccs1,2%,?,-8%,-11%,.,.,?,0%
O=C(CCCn1c(=S)[nH]c2cc3c(cc2c1=O)OCO3)NCc1ccco1,5%,10%,-3%,-20%,4%,-5%,25%,3%
Cc1cccc(-c2nsc(SCC(=O)N3CCCC3)n2)c1,1%,-8%,1%,-1%,14µM*,4%,1%,8%
CN(C(=S)NC(=O)c1ccccc1)c1c(N)n(Cc2ccccc2)c(=O)[nH]c1=O,0%,.,-18%,.,.,1%,-4%,-1%
Cc1c(N2C(=O)CSC2=S)c(=O)n(-c2ccccc2)n1C,4%,-4%,-1%,-1%,-15%,114%[activator],?,0%
Cc1noc(C)c1C(=O)Nc1c(F)cc(F)cc1Br,-1%,0%,4%,4%,-1%,-5%,0%,-5%
Cc1cc(CO)nn1-c1ccc([N+](=O)[O-])cc1,2%,4%,2%,-4%,.,12%,3%,-3%
O=C(CN1c2ccccc2Sc2ccccc21)N/N=C/c1ccc(Cl)cc1Cl,-1%,.,-2%,.,.,4%,1%,5%
CC12CC(c3ccccc3O1)N(C(=O)c1ccc(Br)o1)C(=O)N2c1ccccc1 (configuration not stated),-12%,7%,1%,-4%,3%,1%,0%,-1%
O=C(Nc1ccccc1Cl)Oc1ccc(-c2ccccc2)cc1,-1%,.,7%,.,.,4%,6%,0%
CCOC(=O)Nc1ccc2c(c1)N(C(=O)CCN1CCN3CCCC3C1)c1ccccc1CC2 (configuration not stated),-4%,-2%,1%,0%,2%,-5%,-2%,-6%
CCS(=O)(=O)N1CCCC(C(=O)NC2CCC(C)CC2)C1 (configuration not stated),-10%,0%,3%,8%,-7%,5%,-15%,2%
Cc1ccccc1C([O-])=Nc1ccc[n+](-c2nc3ccccc3nc2NS(=O)(=O)c2ccccc2)c1,-12%,?,-22%,?,.,7%,11%,-3%
COc1cccc(Cn2c(-c3nonc3N)nc3ccccc32)c1,-3%,-13%,2%,-10%,-50%[inhibitor],59%[activator],2%,-5%
Cc1ccc(C)c(NC(=O)CSc2nnc(-c3ccccc3)n2N)c1,8%,-6%,-5%,4%,-13%,12%,-3%,7%
O=Nc1c(O)[nH]c2ccc(Cl)cc12,-1%,15%,3%,-12%,1%,13%,-5%,1%
COc1ccc(N2CCN(c3ncccn3)CC2)cc1,-1%,0%,1%,-2%,23%,-6%,-13%,-15%
O=C(NCc1csc(-c2cccs2)n1)C1CCCCC1,-5%,.,?,.,.,5%,-11%,-1%

Records listed above printed as active in ALDH1A1 inh:
molecule | ALDH1A1 inh | KDM4E inh | GAA inhib | RGS12 GoLoco inh | GAA glycogen mod
Cc1ccc2c(CN3CCCc4ccccc43)cc(=O)oc2c1C | 16µM* | ? | -9% | 11% | ?
Nc1ncn([C@@H]2O[C@H](CO)[C@@H](O)[C@H]2O)c(=O)n1 | 22µM*! | -4% | . | -16%&-10%&2% | .

Next part:
SMILES,aGlu spleen mod,ALDH1A1 inh,KDM4E inh,GAA inhib,SMN2 splice enh,RGS12 GoLoco inh,GAA glycogen mod,GLA spleen mod
COc1cc2c(cc1OC)C1C(=O)c3c(O)cc4c(c3OC1CO2)C=CC(C)(C)O4 (configuration not stated),-11%,?,?,.,-81%[inhibitor],4%,.,11%
C1CCC2=NCCCN2CC1,1%,4%,2%,-6%,-2%,2%,3%,3%
COc1ccc(C(=O)COC(=O)[C@H](C)Nc2ccc(C(F)(F)F)cc2[N+](=O)[O-])cc1,-1%,-8%,6%,-2%,-12%,-7%,-3%,4%
COc1ccccc1CNC(=O)c1ccoc1C,-4%,?,4%,-2%,-1%,9%,0%,0%
CCCCNS(=O)(=O)c1ccc2nc(-c3cccnc3)cc(C(=O)NC3CC3)c2c1,4%,1%,5%,5%,3%,0%,3%,0%
